TAG inh = reduces triacylglycerol accumulation in H9c2 cells; AID 651582; Nile Red lipid (TAG) fluorescence; cells loaded with 200 µM oleic acid; 230,000 compounds, 0.66% hits; inhibition, % at 12.5 µM;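 active means pattern-corrected inhibition of lipid staining of at least 50% with the nuclear-stain viability signal not falling by more than 50%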;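 further: 0% = DMSO wells and 100% = triacsin C control wells; some results filed as inactive read as strong as hits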
TAG inh DAPI viability = second read-out of TAG inh, no call of its own (marks repeat the call); DAPI nuclei signal change (viability), lower = more cytotoxic, %;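 whole-well DAPI fluorescence read on a plate reader as a viability signal; minus 50 percent equals half of cells still viable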
Active calls of the source: *. Some of the compounds tested; the hit share may differ from the screen's.

Cc1cc(C)cc(OCC2CNC(=O)O2)c1 (configuration not stated)
  TAG inh = 0.7
  TAG inh DAPI viability = 5.8

COc1ccc(/C=N/NC(=O)c2ccncc2)cc1OC
  TAG inh = -4.1
  TAG inh DAPI viability = 5.9

C[C@@H]1C[C@H]2[C@@H]3C[C@H](F)C4=CC(=O)C=C[C@]4(C)[C@@]3(F)[C@@H](O)C[C@]2(C)[C@@]1(O)C(=O)COC(=O)C(C)(C)C
  TAG inh = 25.4
  TAG inh DAPI viability = 17.5

CCn1cc(C(=O)O)c(=O)c2cc(F)c(N3CCNCC3)nc21
  TAG inh = -5.6
  TAG inh DAPI viability = -3.1

Nc1c2c(nc3ccccc13)CCCC2O (configuration not stated)
  TAG inh = -2.4
  TAG inh DAPI viability = -4.0

CCCCOc1ccc(CC(=O)NO)cc1
  TAG inh = -10.0
  TAG inh DAPI viability = 2.0

CCc1c2c(nc3ccc(OC(=O)N4CCC(N5CCCCC5)CC4)cc13)-c1cc3c(c(=O)n1C2)COC(=O)[C@]3(O)CC
  TAG inh = 11.9
  TAG inh DAPI viability = 46.8

O=C(O)C(O)C(O)C(O)C(O)C(=O)O (configuration not stated) (tested in a mixture with another compound)
  TAG inh = 5.1
  TAG inh DAPI viability = 2.2

O=C(O)CNC(=O)c1ccccc1
  TAG inh = -1.8
  TAG inh DAPI viability = 58.6

CC[C@]1(O)C[C@@H]2CN(CCc3c([nH]c4ccccc34)[C@@](C(=O)OC)(c3cc4c(cc3OC)N(C)[C@H]3[C@@](O)(C(=O)OC)[C@H](OC(C)=O)[C@]5(CC)C=CCN6CC[C@]43[C@@H]65)C2)C1
  TAG inh = 36.2
  TAG inh DAPI viability = -24.5

CC(C)(CO)C(O)C(=O)NCCCO (configuration not stated)
  TAG inh = -0.1
  TAG inh DAPI viability = -0.2

C/C=C(/C)C(=O)O[C@@H]1c2cc(OC)c(OC)c(OC)c2-c2c(cc3c(c2OC)OCO3)C[C@H](C)[C@]1(C)O
  TAG inh = -22.0
  TAG inh DAPI viability = 1.5

NC(N)=NC(=O)Cc1c(Cl)cccc1Cl
  TAG inh = 12.5
  TAG inh DAPI viability = 17.3

COC(c1ccccc1)(c1ccccc1)C(Oc1nc(C)cc(C)n1)C(=O)O (configuration not stated)
  TAG inh = 15.8
  TAG inh DAPI viability = -10.5

CCCCCCCC/C=C\CCCCCCCC(=O)O
  TAG inh = -3.8
  TAG inh DAPI viability = 1.0

NC(=NCc1ccccc1)NC(=O)c1nc(Cl)c(N)nc1N
  TAG inh = 15.6
  TAG inh DAPI viability = 12.2

O=c1cc(-c2ccc(O)cc2)oc2cc(O[C@@H]3O[C@H](CO)[C@@H](O)[C@H](O)[C@H]3O[C@@H]3OC[C@](O)(CO)[C@H]3O)cc(O)c12
  TAG inh = -15.7
  TAG inh DAPI viability = 0.0

COc1cc2nc(N3CCN(C(=O)[C@H]4COc5ccccc5O4)CC3)nc(N)c2cc1OC
  TAG inh = 1.9
  TAG inh DAPI viability = 30.9

Complete entries as entered above. Values in the order: TAG inh | TAG inh DAPI viability
Record of `Cc1cc(C)cc(OCC2CNC(=O)O2)c1` (configuration not stated) : 0.7 | 5.8
Record of `CCCCCCCC/C=C\CCCCCCCC(=O)O` : -3.8 | 1.0

Some of the entries so far, with values under each structure.
Sequence of screens – TAG inh, TAG inh DAPI viability
- O=C(O)C(O)C(O)C(O)C(O)C(=O)O (configuration not stated) (tested in a mixture with another compound)
  5.1, 2.2
- O=C(O)CNC(=O)c1ccccc1
  -1.8, 58.6
- CCc1c2c(nc3ccc(OC(=O)N4CCC(N5CCCCC5)CC4)cc13)-c1cc3c(c(=O)n1C2)COC(=O)[C@]3(O)CC
  11.9, 46.8
- Nc1c2c(nc3ccccc13)CCCC2O (configuration not stated)
  -2.4, -4.0

Source: PubChem
